# Screening data: PubChem, Broad Institute
# Statin myotox sup: suppressors of simvastatin-induced myotoxicity in C2C12 myotubes | AID 602340 | hit rate 0.78% among 330,000 | rescue of ATP level, % at 7.49 µM | ATP luminescence, 48 h; scaled: DMSO 0, geranylgeraniol control 100;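 active = mean ATP rescue above about 67%, or every replicate alone reaching that limit, limit read from the data, passing the limit was not always enough; inconclusive = no clear call, values can overlap the other calls; inactive = mean under the limit and some replicate under it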;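 note: myotubes were challenged with 10 µM simvastatin during compound exposure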
# LGR2 inh: Drosophila LGR2 receptor signaling inhibition; inhibition, % at 9.99 µM; hit rate 0.35% among 380,000; HEK293 LGR2, CRE-luciferase, bursicon-stimulated, 4 h;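 active = drop in luminescence signal, shown as inhibition above about 50% in the replicate tests, limit read from the data, passing the limit was not always enough; inconclusive = probably only some replicates passing the limit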;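 note: agonist challenge used bursicon conditioned medium at about half maximal strength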
# INS-1E GSIS act: primary screen for activators of insulin secretion dependent on glucose, INS-1E cells, GLuc reporter luminescence. INS-1E GLuc reporter insulin secretion, 2-3 h. activation, % at 16.6 µM. hit rate 0.61% among 370,000;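 active = lowest replicate activation of at least 40%, so every replicate reaches that level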;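 note: 0% = median of neutral control wells and 100% = median of IBMX positive control wells; some compounds called inactive have numbers as strong as hits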
# PglD inh: blocks C. jejuni PglD acetyltransferase activity. purified PglD enzyme, DTNB colorimetric CoA detection. inhibition, % at 12.5 µM. hit rate 0.098% among 360,000. AID 602405; in the data active = inhibition above about 16%, passing the limit was not always enough; inconclusive = no clear call, values can overlap the other calls; note: strong numbers were not always called active
# Cneo AK release: Cryptococcus neoformans lysis via adenylate kinase release; C. neoformans lysis, adenylate kinase release luminescence, 4 h; normalised: neutral wells 0, clomiphene wells 100; hit rate 0.2% among 360,000; lysis activity, % at 15 µM; AID 651654;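 active = mean lysis activity across replicates of at least 80%, whatever share of replicates individually reach that level; inactive = mean lysis activity below 80%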
#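 Test system: log-phase Cryptococcus neoformans yeast cells; Quantity: yeast cell density of 5 × 10^6 cells/mL; Buffer or medium: YPD; Doses: single compound concentration per well; Timing: 4 h at 37 °C static, read 1 h later; Measured by: AK luminescence; Read-out basis: lysis from increased AK signal; Control set: Clomiphene as positive control.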
# PGC1a acetyl inh: modulators of PGC1a acetylation; U2OS PGC1a acetylation, AlphaScreen anti-acetyl-lysine; with virally co-expressed GCN5 acetyltransferase; inhibition, % at 15.6 µM; hit rate 0.17% among 350,000;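 active = every replicate shows inhibition of at least 40%; inconclusive = mean inhibition at least 40% but some replicate below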;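 note: 0% = neutral control wells and 100% = positive control wells; some results beyond the cut were filed as inactive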
# ARNT TACC3 PPI: disrupts binding between human ARNT and TACC3; Q9Y6A5; AlphaScreen His-ARNT PAS-B/GST-TACC3 binding, luminescence; TACC3 fragment carries E629A point mutation; inhibition, % at 9.99 µM; hit rate 0.66% among 390,000; AID 623870;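 active = mean inhibition of replicates at least 50% and at least half of replicates each reaching 50%; inconclusive = half or more replicates reach 50% but mean below 50%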;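 note: 0% = complete ARNT plus TACC3 wells and 100% = ARNT alone without TACC3; many hits fall short of the cut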
# PAX8 inh HTS: lowers PAX8-driven luciferase in RMG-I cells; inhibition, % at 12.6 µM; hit rate 1.2% among 360,000; RMG-I TPO-luciferase reporter, SteadyGlo, 24 h;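 active = mean replicate inhibition at least 60% with every replicate also reaching 60%; inconclusive = only one of the two criteria is met; inactive = mean below 60% and not all replicates reaching 60%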;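 note: luciferase light reporting Pax8 driven TPO promoter activity; plate controls were median of neutral control wells for no effect and mitoxantrone controls for full effect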
# An asterisk follows results filed as active; ? = inconclusive; nt = not tested or not shown; & = joins results of further samples. Compounds were not picked by outcome; about 2.9% have a hit in one of these screens.
SMILES,Statin myotox sup,LGR2 inh,INS-1E GSIS act,PglD inh,Cneo AK release,PGC1a acetyl inh,ARNT TACC3 PPI,PAX8 inh HTS
CCCCC/C=C/C1=CC(=O)C[C@H](c2ccc(Cl)cc2)C1,9.4,24.9,-6.9,-0.4,-1.7,-3.3,6.9,-9.8
O=C1NC(=O)/C(=C\c2ccccc2OCc2ccc([N+](=O)[O-])cc2)N1,-5.1,-15.2,-3.4,4.6,-2.4,0.0,-1.8,18.3
CCn1cc(C(=O)O)c(=O)c2cc(F)c(N3CCN(C(=S)NC(=O)c4ccc(F)c(F)c4)CC3)cc21,nt,-7.0,7.7,nt,nt,-1.8,nt,-10.5
Cc1cc(-n2nnc3ccccc32)nc2ccccc12,4.0,-39.1,18.0,1.7,0.1,2.7,-6.4,-20.4
Cc1nc(NC(=O)CSc2cc(C)c3ccccc3n2)c(Cl)cc1Cl,-0.6,19.6,-11.5,nt,nt,nt,9.5,6.1
O=C(COC(=O)c1ccco1)Nc1ccccc1[N+](=O)[O-],nt,-5.1,0.6,nt,nt,nt,-11.6,0.0
S=C(NCc1ccccc1)N1CCN(C2CCCCC2)CC1,13.0,5.0,-17.8,2.7,-11.0,-3.8,-4.7,11.1
CCCn1nnnc1NCc1ccccc1F,-2.4,-2.4,-5.4,-5.6,12.1,-22.0,-3.2,5.0
O=C(Cc1ccccc1)N1C[C@H]2[C@@H](c3ccccc31)[C@@H](CO)N2C(=O)C1CCCC1,-9.5,-2.9,-8.5,-1.6,1.8,4.0,3.3,-4.1
Cc1cc(OCC(=O)NCc2ccccn2)c2c(C)c(C)c(=O)oc2c1,0.4,6.1,6.9,1.5,-0.1,-1.2,7.2,10.3
O=[N+]([O-])c1cc(S(=O)(=O)NCCc2ccccn2)ccc1Cl,3.0,-5.0,38.6,1.2,0.5,nt,-3.7,11.4
CCOC(=O)c1ccccc1NC(=S)N1CCC(C)CC1,nt,-2.6,3.3,-0.3,-4.8,-7.0,-3.2,nt
CSc1ncccc1C(=O)Nc1ccc(F)c(F)c1F,3.1,5.7,1.1,5.4,-1.7,14.7,-4.9,-7.0
COc1ccc(CCNC(=O)CSc2nnc(Cc3cccn3C)n2C)cc1OC,nt,9.8,-2.5,nt,nt,nt,2.5,11.7
CCOC(=O)C1CCN(C(=O)c2c(-c3c(F)cccc3Cl)noc2C)CC1,3.5,nt,nt,5.8,1.1,-10.8,-22.6,nt
CNC(=O)/C(C#N)=C/c1cc(C)n(-c2ccc(N3CCOCC3)cc2)c1C,-8.1,3.7,-20.1,nt,nt,2.3,0.0,0.7
Cn1cnnc1SCC(=O)NN(c1ccccc1)c1ccccc1,nt,23.0,1.0,nt,nt,nt,-0.8,4.5
COc1ccc(-c2oc3cc(O)c(OC)c(O)c3c(=O)c2OC)cc1,-10.4,-15.3,-24.4,-2.8,-12.6,-3.0,34.6,nt
CC1(C)Oc2ccc3ccc(=O)oc3c2/C(=C/Nc2ccccc2)C1=O,-20.4,nt,nt,-0.5,-1.4,-0.9,2.9,-9.3
Cc1cccc(NC(=O)CSc2ccc3nnc(-c4cccnc4)n3n2)c1,0.7,10.3,4.1,-1.8,-1.3,-1.0,30.8,6.8
COc1ccc(N/C(N)=N/c2nc(C)cc(=O)[nH]2)cc1,3.3,7.2,-8.1,5.0,0.3,5.1,0.2,10.1
O=C1CC(c2ccc3c(c2)OCO3)Sc2nc3ccccc3n21 (stereo not drawn),-19.8,54.5*,3.1,-2.9,-3.3,14.9,-2.9,nt
OCCNc1nc(Nc2ccccc2)nc(Nc2ccccc2)n1,-19.2,nt,nt,-8.0,-2.3,-8.3,0.0,nt
CC(C)NC(=O)Nc1ccc2c(c1)C(=O)N([C@H](C)CO)C[C@@H](C)[C@@H](CN(C)Cc1ccc(C(F)(F)F)cc1)OCCCC[C@@H](C)O2,nt,6.4,13.0,0.8,-0.1,-1.7,-0.2,-12.8
O=C(O)C1CCCCC1C(=O)NCCc1cccc(Cl)c1 (stereo not drawn),8.0,nt,nt,-1.1,-0.5,4.2,-2.5,-6.2
COc1ccc(/C=C/C=O)cc1,nt,nt,nt,-3.3,-41.7,-6.7,22.4,-16.6
Cc1cc(NC(=O)CSc2nnc(Cn3c(=O)sc4ccccc43)n2-c2ccccc2C)no1,0.4,17.7,-4.4,-4.7,0.1,-4.7,-2.8,-4.8
Cc1ccc(-c2nc(CS(=O)CC(=O)NCCN3CCCCC3C)c(C)o2)cc1 (stereo not drawn),1.9,-3.6,4.7,9.5,-1.6,-13.0,-33.6,-5.0
CCOC(=O)c1ccc(S(=O)(=O)NC2CCCCCCC2)n1C,-11.2,nt,nt,4.5,4.7,-10.9,-6.8,nt
OC(COc1ccc(OCC(O)CN2CCCCCC2)cc1)CN1CCCCCC1 (stereo not drawn),nt,nt,nt,-9.2,0.3,-7.3,-12.5,nt
CCCCN(C(=O)c1cc(-c2ccc(F)cc2)nc2ccccc12)c1c(N)n(CCCC)c(=O)[nH]c1=O,-153.2,-6.8,18.0,4.2,-0.8,-3.3,6.4,1.4
COc1ccc(C)cc1NC(=O)CN(C)S(=O)(=O)c1ccc2c(c1)c(=O)n(C)c(=O)n2C,6.8,nt,nt,1.7,-1.8,-2.4,1.5,nt
COCC(=O)N(C)C[C@H]1Oc2ncc(C#C[C@H](C)O)cc2C(=O)N([C@@H](C)CO)C[C@@H]1C,6.9,12.8,3.9,-0.5,8.2,-1.0,-10.4,nt
O=C(Cc1cccnc1)N1CC(=O)N2[C@H](C1)[C@H](c1ccc(/C=C/c3ccccc3)cc1)[C@@H]2CO,nt,1.9,-24.8,nt,nt,4.2,nt,?
CC(C)CNC(=O)CSc1nnc(-c2ccc(Cl)cc2)n1N,1.2,-2.2,nt,-1.0,-0.1,-16.6,-5.3,13.0
Cc1ccc(CN2C(=O)C(=O)c3cc(C)ccc32)cc1,0.4,-10.1,-6.5,13.0,6.6,nt,-4.5,12.4
COc1ccc(CN2CC34C=CC(O3)C(C(=O)O)C4C2=O)cc1 (stereo not drawn),-2.5,11.0,3.1,-2.0,-2.7,6.2,-3.9,8.9
CCOC(=O)C1=CC[C@@H](c2cc3cc(OC)ccc3n2C)N(S(=O)(=O)c2ccc(C)cc2)[C@H]1C(=O)OCC,-7.3,2.5,-13.5,5.1,1.2,-2.0,-1.1,38.1
CCCc1cc(=O)[nH]c(SCC(=O)N(CC(C)C)C2CCS(=O)(=O)C2)n1 (stereo not drawn),nt,nt,nt,3.2,-1.9,-3.2,-4.8,-10.1
CCCN1C(=O)CC(c2ccc(OC)c(OC)c2)C1=O (stereo not drawn),2.4,7.6,22.1,3.4,-0.1,-0.6,nt,-9.9
COc1ccc(S(=O)(=O)Nc2ccc3c(c2)C(=O)N([C@H](C)CO)C[C@H](C)[C@@H](CN(C)Cc2ccncc2)OCCCC[C@@H](C)O3)cc1,10.5,6.4,0.7&-15.1,-0.8&7.2,-2.2&3.0,-1.3&2.5,-18.9,6.5&-28.4
Cc1ccc(-n2c(CNc3ccc(F)cc3)nnc2SCC(=O)N2CCCC2)cc1,0.7,nt,2.6,-0.2,-0.4,1.7,-4.9,nt
CC(C)(O)C#Cc1ccc([C@H]2[C@H](CO)N3CCCCN(C(=O)c4ccncc4)C[C@@H]23)cc1,26.8,-10.6,18.9,-1.0,-9.2,9.4,-6.5,0.0
O=C(N/N=C/c1ccccc1[N+](=O)[O-])c1ccc2nc[nH]c2c1,nt,-29.9,11.9,-1.9,-3.0,nt,-1.4,-61.7
C#CCn1cc[n+](CC(=O)N(C)C)c1,1.8,0.4,-4.8,-3.2,3.0,3.8,-3.2,nt
Fc1ccc(CCNC(=S)Nc2ccc(F)cc2)cc1,nt,-26.5,nt,0.9,15.9,nt,nt,-74.7
CN(C(=O)COC(=O)c1cc(F)c(F)cc1Cl)c1ccccc1,6.9,14.1,12.1,-3.8,0.3,nt,-1.0,-14.4
Cc1cc(SCC(=O)c2ccccc2)n2ncc(-c3ccccc3)c2n1,nt,-62.1,6.2,nt,nt,nt,-2.6,-43.5
CCOC(=O)N1CCN(S(=O)(=O)c2ccc(C(=O)Nc3sc4c(c3C(N)=O)CCN(CC)C4)cc2)CC1,-8.9,-3.0,-11.5,1.1,3.8,-4.6,3.0,38.5
CNc1ccc(/C=C(\CCC(=O)O)c2nc3ccccc3s2)cc1[N+](=O)[O-],nt,-15.8,26.6,nt,nt,nt,5.1,0.4
COc1cc2ccccc2cc1C(=O)Nc1nc(C)c(C(C)=O)s1,-8.0,nt,nt,-2.4,-3.7,-12.3,-13.7,nt
O=C(NCC[C@H]1CC[C@H](NS(=O)(=O)c2cccc(F)c2)[C@H](CO)O1)c1cnccn1,-1.1,-9.8,1.7,-0.3,-0.9,-0.9,-10.1,-1.9
Nc1c(-c2n[nH]c(=S)n2-c2ccc(Cl)cc2Cl)cnn1-c1ccccc1,nt,30.2,-11.3,-2.6,-0.8,-6.0,-2.2,-4.5
COC(=O)c1c(C(=O)OC)c2n(c1C)Cc1ccccc1C2,1.0,nt,nt,5.9,-1.7,-9.5,6.6,-4.9
Nc1cc(N)nc(SCC(=O)Nc2cc(S(=O)(=O)N3CCOCC3)ccc2Cl)n1,-2.5,-19.3,8.3,-6.9,2.2,-4.7,-1.2,23.1
CC(C)CCNC(=O)CCn1nc(-c2ccccc2)ccc1=O,nt,12.3,17.6,nt,nt,nt,2.8,36.7
O=C(C[C@@H]1C[C@@H]2c3cc(NC(=O)Nc4ccccc4F)ccc3O[C@@H]2[C@H](CO)O1)NCc1ccc(Oc2ccccc2)cc1,3.4,1.0,7.8,-0.7,-12.1,?,3.5,82.3*
COc1cc2c(C(=O)OCCN(C)C)c(CSc3ccccc3)n(C)c2cc1Br,5.0,2.9,-3.6,3.8,-3.1,-6.7,-3.9,1.3
COc1ccccc1C(CNC(=O)C(C)Oc1ccc(Br)cc1)N1CCCC1 (stereo not drawn),-11.3,0.6,4.7,nt,nt,nt,-0.9,7.6
Cc1ccccc1C1C(=O)c2ccccc2C1=O,40.7,5.3,-5.5,-14.4,-1.2,nt,-2.7,31.0

# Gathered by group: those above with bromine.
SMILES,Statin myotox sup,LGR2 inh,INS-1E GSIS act,PglD inh,Cneo AK release,PGC1a acetyl inh,ARNT TACC3 PPI,PAX8 inh HTS
COc1cc2c(C(=O)OCCN(C)C)c(CSc3ccccc3)n(C)c2cc1Br,5.0,2.9,-3.6,3.8,-3.1,-6.7,-3.9,1.3
COc1ccccc1C(CNC(=O)C(C)Oc1ccc(Br)cc1)N1CCCC1 (stereo not drawn),-11.3,0.6,4.7,nt,nt,nt,-0.9,7.6

# The results go on.
SMILES,Statin myotox sup,LGR2 inh,INS-1E GSIS act,PglD inh,Cneo AK release,PGC1a acetyl inh,ARNT TACC3 PPI,PAX8 inh HTS
CN(C)C(=S)NC(C)(C)C,7.2,13.2,-2.0,nt,nt,-0.4,-0.1,-1.6
O=C(CCCSc1nc2ccccc2[nH]1)NCc1ccccc1Cl,nt,2.8,-5.9,nt,nt,nt,-6.6,2.2
COc1cc(NC(=O)c2cccnc2)c(OC)cc1NC(=O)c1ccc(Br)cc1,3.2,nt,nt,-3.0,6.4,2.8,0.4,nt
CCCCNC(=O)O[C@H]1C[C@@H]2CCN3C(=O)CCC(C)(C)[C@H](C1)[C@H]23,10.6,-22.4,nt,0.9,1.8,nt,-5.0,13.7
N/C(Cc1ccc([N+](=O)[O-])cc1)=N\OC(=O)c1ccc([N+](=O)[O-])cc1,-8.8,nt,nt,-12.8,0.4,-4.2,2.8,nt
